From PubChem
AmpC inh det: inhibitors of E. coli AmpC beta-lactamase with detergent; purified AmpC, nitrocefin hydrolysis with detergent; P00811; Potency, µM (top dose mostly 28.7 µM), inactives show at the top dose activity change, negative = inhibition; 71,000 compounds, 0.09% hits; active means well fitted curve in the direction sought with a large enough effect
Target sequence (P00811 whole entry, looked up): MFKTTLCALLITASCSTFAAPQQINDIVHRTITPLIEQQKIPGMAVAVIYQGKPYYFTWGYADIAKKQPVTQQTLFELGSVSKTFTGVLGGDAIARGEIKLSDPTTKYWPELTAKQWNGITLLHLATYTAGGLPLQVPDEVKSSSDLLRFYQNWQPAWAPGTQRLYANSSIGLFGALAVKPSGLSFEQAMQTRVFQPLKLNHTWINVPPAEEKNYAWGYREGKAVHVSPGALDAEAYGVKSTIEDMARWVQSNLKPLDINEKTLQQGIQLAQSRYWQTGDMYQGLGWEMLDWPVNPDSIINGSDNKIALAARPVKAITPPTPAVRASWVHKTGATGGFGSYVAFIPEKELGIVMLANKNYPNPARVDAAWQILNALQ
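E. coli AmpC (5.3 nM) in 20 mM phosphate pH 7.0 with 0.01% Triton X-100, preincubated 15 min RT with compound; nitrocefin (2 uL of 800 uM stock) hydrolysis followed by 480 nm absorbance every 20 s over 4 min.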
Numbers without * were called inactive; & = joins results of further samples; [ ] = remark or other dose. On the % scale 0 is the no-effect control and ±100 the full control effect; potency means the concentration at half of the fitted maximal effect. The list is partial; the hit share may differ from the screen's.

Start of the data: the first 6 entries, ahead of the listing:
SMILES	AmpC inh det
CCCCOC(=O)c1cccc(NC(=O)CC)c1	-3.2%
COc1cc(NC(=O)CN2C(=O)NC(C)(CC(C)C)C2=O)cc(OC)c1 (centres undefined)	10.0%
COc1cccc(-c2cc(C(F)(F)F)nc(N3CCN(c4ccccc4)CC3)n2)c1	5.6%
O=C1Nc2ccccc2C12Nc1ccccc1S2 (centres undefined)	-2.4%
Cc1c(NC(=O)c2noc3c2CCc2ccccc2-3)c(=O)n(-c2ccccc2)n1C	10.2%
O=C(CSc1nnc(-c2ccco2)n1CC1CCCO1)N1CCCCC1 (centres undefined)	-3.6%

This part in full, from the start:
SMILES	AmpC inh det
CCCCOC(=O)c1cccc(NC(=O)CC)c1	-3.2%
COc1cc(NC(=O)CN2C(=O)NC(C)(CC(C)C)C2=O)cc(OC)c1 (centres undefined)	10.0%
COc1cccc(-c2cc(C(F)(F)F)nc(N3CCN(c4ccccc4)CC3)n2)c1	5.6%
O=C1Nc2ccccc2C12Nc1ccccc1S2 (centres undefined)	-2.4%
Cc1c(NC(=O)c2noc3c2CCc2ccccc2-3)c(=O)n(-c2ccccc2)n1C	10.2%
O=C(CSc1nnc(-c2ccco2)n1CC1CCCO1)N1CCCCC1 (centres undefined)	-3.6%
CCCCNC(=O)c1cccc(C(=O)NCCCC)c1	-0.9%
Cc1ccccc1Cn1cc(S(=O)(=O)CC(=O)N2CCCCC2)c2ccccc21	-3.8%
CC1(C)CC(=O)CC(=Nc2ccc(C(=O)O)cc2)C1	-3.3%
CCc1nnc2c3cnn(-c4ccccc4)c3ncn12	-2.3%
CCOC(=O)N1CCN(C(=O)c2cn(C)c(=O)c3c2c2ccccc2n3C)CC1	10.1%
CN1CC(=O)N(CC(=O)Nc2ccc(Cl)c(C(F)(F)F)c2)C1=O	-1.5%
COc1ccc(C(=O)N2CCN(c3c(C)cccc3C)CC2)cc1OC	6.3%
Cc1ccc(C(C(=O)NCc2ccc(F)cc2)N(C(=O)c2csnn2)C2CC2)o1 (centres undefined)	-2.7%
Cc1cc(C)c2c(=O)[nH]c(=O)n(Cc3ccccc3)c2n1	-2.2%
O=C(NCC1CCCO1)c1ccc2nc(N3CCCCC3)sc2c1 (centres undefined)	6.2%
CCCOc1ccc(N2CC(C(=O)Nc3ccccc3F)CC2=O)cc1 (centres undefined)	7.4%
O=[N+]([O-])c1cc(C(F)(F)F)cc([N+](=O)[O-])c1Cl	13.1%
Cc1nn(CC(=O)Nc2ccc(C(=O)N(C)C)cc2)c(=O)c2ccccc12	-2.8%
COc1ccc(-n2nnnc2SCC(=O)c2ccc(O)c(O)c2)cc1	-6.8%
COCC(C)n1c(C)cc(C(=O)CSc2nc3ccccc3c(=O)[nH]2)c1C (centres undefined)	5.2%
O=C(c1ccco1)n1nc(NCc2ccccc2)nc1NCc1ccccc1	-4.4%
Cc1ccc(NC(=O)c2cc(NC(=O)C3CC=CCC3C(=O)O)ccc2N2CCOCC2)cc1 (centres undefined)	0.6%
CC1CCN(c2c(NCc3ccc(C(=O)NCC4COc5ccccc5O4)cc3)c(=O)c2=O)CC1 (centres undefined)	15.0%
O=C1c2ccccc2C(=O)N1CCn1nc(Cl)nc1Cl	-2.7%

Continued, overlapping the part above by two compounds.
SMILES	AmpC inh det
CC1CCN(c2c(NCc3ccc(C(=O)NCC4COc5ccccc5O4)cc3)c(=O)c2=O)CC1 (centres undefined)	15.0%
O=C1c2ccccc2C(=O)N1CCn1nc(Cl)nc1Cl	-2.7%
COc1cccc(-n2c(SCC(=O)Nc3cc(C)on3)nc3c([nH]c4ccccc43)c2=O)c1	7.1%
CCC(NS(=O)(=O)c1ccc(C)cc1)C(=O)N1CCC2(O)CCCCC2C1 (centres undefined)	1.6%
CC(=O)NCC(=O)OCC(=O)Nc1ccc(C(C)=O)cc1	14.0%
O=C(O)CCCn1nc(-c2ccccc2)c2ccccc21	0.4%
Cc1nc2ccccc2nc1-c1ccc(N=[N+]([O-])c2ccc(-c3nc4ccccc4nc3C)cc2)cc1	-2.3%[5.75 µM]
O=C(c1ccc2c(c1)OCO2)N1CCCC(c2ccccc2)C1 (centres undefined)	-0.9%
Cc1cc2ccccc2cc1CN1CCOCC1	3.6%
CC(=O)c1ccc(N2CCN(C(=O)c3cc4c(-c5ccccc5F)nn(C)c4s3)CC2)cc1	2.5%
CCCS(=O)(=O)N1CCN(CCCc2ccccc2)CC1	-2.8%
COC(=O)[C@@]1(Cc2ccc(OC)cc2)[C@H]2c3cc(C(=O)N4CCCC4)n(CCN4CCOCC4)c3C[C@H]2CN1C(=O)c1ccccc1	0.1%
CCCOc1cccc(NC(=O)c2cc(C)oc2C)c1	-3.8%
O=S(=O)(N1CCCCC1)N1CCN(c2ccc(F)cc2)CC1	-3.3%
CN1CCN(c2c[nH]c(=O)[nH]c2=O)CC1	-4.4%
COc1ccc(OC)c(Nc2cc(C)nc3nc(C)nn23)c1	3.1%
CCN(CC)CCCC(C)n1c(-c2ccccc2)nc2c(NCCO)nc(C)nc21 (centres undefined)	14.9%
CC(C)[C@@H](CC(=O)N[C@@H]1CCCC[C@H]1C(=O)N[C@H](CC(=O)N[C@@H](CCC(=O)O)CC(=O)O)Cc1ccccc1)NC(=O)C[C@H](CO)NC(=O)[C@@H]1CNCC[C@H]1N	1.7%
C=CCn1c(O)c(C(CC)=NCc2cc(OC)cc(OC)c2)c(=O)[nH]c1=O	-0.5%
C=CCSC1=C(C#N)C(c2cccc(OC)c2)CC(=O)N1 (centres undefined)	3.2%
O=C(Cc1cn2ccsc2n1)Nc1nc2c(s1)CN(Cc1ccccc1)CC2	4.9%
CCCn1c(SCC(=O)Nc2ccc3c(c2)OCO3)nc2c1c(=O)n(C)c(=O)n2C	5.5%
COc1cccc(-c2nnn(CC(=O)NC3CCCC3)n2)c1OC	-4.4%
CCCNC(=O)NS(=O)(=O)c1ccc(Cl)cc1	9.8%
Cc1cc(NC(=O)CCCC(=O)N(CC(=O)NCCc2ccccc2)Cc2ccc(F)cc2)no1	13.2%
O=C(Nc1ccc(S(=O)(=O)N2CCOCC2)cc1)c1ccc(Br)o1	18.7%
COc1ccc(OC)c(-n2c(O)c(C=NCc3ccc4c(c3)OCO4)c(=O)[nH]c2=O)c1	1.1%

More entries follow.
SMILES	AmpC inh det
C[C@]12CC[C@H]3c4ccc(O)cc4CC[C@@H]3[C@H]1CC[C@@H]2OP(=O)(O)O	-1.8%[5.75 µM]
CCOc1ccc(N(CC(=O)NC2CCCCC2)S(=O)(=O)c2c(C)noc2C)cc1	6.2%
CCCc1nnc(NC(=O)CNc2ccc(F)cc2)s1	-3.2%
CCC(=O)N1CCCc2cc(S(=O)(=O)N3CCCc4ccccc43)ccc21	0.8%
CCCOc1ccccc1NC(=O)CC1Nc2ccccc2NC1=O (centres undefined)	-2.6%
CN1CCCC2(CCN(C(=O)c3cnccn3)CC2)C1	0.7%
COc1cc(-c2nc(-c3ccc(-c4ccccc4)nc3OC)no2)cc(OC)c1OC	11.1%
CCc1ccccc1NC(=O)c1cc(C2CC2)on1	9.6%
O=C(Nc1ccccc1)c1cnc[nH]1	2.6%
CC(C)C(NC(=O)C1CCCCC1)C(=O)Nc1ccncc1 (centres undefined)	-3.3%
CC(NC(=O)CSc1nc2ccccc2c(=O)n1CCCO)c1ccccc1 (centres undefined)	0.2%
c1ccc(-c2noc(-c3ccc4c(c3)OCO4)n2)nc1	-4.2%
COc1ccc(CNc2nc(-c3c(C)noc3C)nc3ccccc23)c(OC)c1	6.3%
COc1ccc(CC(=O)N(Cc2cc3cc(OC)ccc3[nH]c2=O)C(C)C)cc1	-2.9%
O=C(NS(=O)(=O)c1ccccc1)c1ccccc1O	-1.6%
COc1cc(C(=O)Nc2ccc3c(c2)OCCO3)ccc1OC(C)C	-2.2%
NCCCCCc1nnc(SCC(=O)c2ccc(Cl)cc2)o1	-3.4%
CSc1ncccc1C(=O)OCC(=O)N(CC(C)C)C1CCS(=O)(=O)C1 (centres undefined)	8.6%
CCCCNC(=O)Nc1c(C(=O)OCC)[nH]c2ccccc12	4.8%
O=C(CCCN1C(=O)C2C3C=CC(C3)C2C1=O)N1CCN(c2ccccc2)CC1 (centres undefined)	6.7%
CCc1cc2c(=O)c(-c3nc4ccccc4n3C)c(C)oc2c(CN2CCOCC2)c1O	-2.9%
CCc1c2c(nc3ccc(OC)cc13)COC2	-1.7%
OCc1ccccc1	10.0%
O=C(CCNS(=O)(=O)c1ccc(Br)s1)N1CCN(c2ccccc2)CC1	12.5%
CCCCN1C(=O)C2C(C(=O)Nc3cccc(OC)c3)C3C=CC2(O3)C1C(=O)NC1CCCCC1C (centres undefined)	-1.0%

Continuation:
SMILES	AmpC inh det
CCOCCCNCc1ccc(OC)c(OC)c1	-2.9%
CN(CCc1ccccn1)C(=O)c1nn2c(C(F)(F)F)cc(-c3ccco3)nc2c1Cl	1.2%
COc1ccc(NC(=O)CCCn2c(=O)[nH]c3ccccc3c2=O)cc1	-2.7%
O=C(C1CCN(c2nnc(-n3cccc3)s2)CC1)N1CCN(Cc2ccc3c(c2)OCO3)CC1	2.5%
O=S1(=O)CCN2C(c3ccco3)=CSC2=N1	-0.7%
Cc1oc(-c2cccc(Cl)c2)nc1CN1CCCC(C(=O)NC(C)c2ccc3c(c2)OCCO3)C1 (centres undefined)	12.9%
Cc1occc1C(=O)n1cnc2ccccc21	-2.1%
CCCCn1c(CCC(=O)O)ccc1-c1cccs1	8.1%
O=C(C1CC1)N1CCc2cc(Br)cc(S(=O)(=O)NC3CCCCC3)c21	-2.3%
C=Cc1c(C)c2cc3[nH]c(cc4nc(cc5nc(cc1[nH]2)C(C)=C5CCC(=O)O)C(CCC(=O)O)=C4C)c(C)c3C=C	-5.6%
COC(=O)Nc1c(-c2ccccc2)nc2ccc(C)cn12	-2.7%
O=C(Oc1ccccc1)N1CCC2(CC1)CN(C(c1ccccc1)c1ccccc1)C2	-0.6%
Cc1c(-c2ccco2)[n+](=O)c2c(n1[O-])CCCCC2	2.8%
COc1ccc(-n2c(C)nc3cc(C(=O)N4CCC5(CC4)OCCO5)ccc32)cc1	-2.0%
C1CCN(c2nc3nonc3nc2N2CCCCC2)CC1	3.2%
CCOC(=O)NC(=O)COC(=O)Cc1cc(OC)c(OC)c(OC)c1	17.3%
Cc1cc(N(CN2CCCC2=O)C(=O)c2ccc(F)cc2)no1	-4.3%
CCCCS(=O)(=O)Nc1ccc(C(=O)NCC2CCCO2)cc1 (centres undefined)	-3.7%
COc1ccc(C(=O)N2CCC3(CC2)CN(CC(C)C)C3)cc1	-3.1%
COc1ccccc1C1C(C(N)=O)=C(C)Nc2nc(-c3ccc(Cl)cc3)nn21 (centres undefined)	4.3%
O=C(c1ccncc1)N1C2C=CC(C2)C1(C(F)(F)F)C(F)(F)F (centres undefined)	-3.2%
C=CCOC(=O)C1C(=O)CC(C)(O)C(C(=O)OCC=C)C1c1ccc(OC)cc1 (centres undefined)	-5.3%
Cc1cc(N2CCN(C(=O)c3ccco3)CC2)nc(-c2ccccc2)n1	-5.5%
Cc1cc(S(=O)(=O)NCc2cccnc2)ccc1-n1cnnn1	-4.6%
O=C1Nc2c(c(=O)[nH]c(=O)n2-c2ccccc2)C1(Nc1ncccn1)C(F)(F)F (centres undefined)	-3.7%

(further entries)
SMILES	AmpC inh det
CCOC(=O)N1CCC(NC(=O)CSc2cc(=O)n(C)c3ccc(Cl)cc23)CC1	7.3%
CC(C)C1=C[C@@]23CC[C@@H]4[C@](C)(CCC[C@@]4(C)C(=O)O)[C@@H]2C[C@@H]1[C@@H](C(=O)O)[C@@H]3C(=O)O	-4.2%[5.75 µM]
COc1ccc2cc(CCNC(=O)C3CC3)c(=O)[nH]c2c1	-0.2%
COc1ccc(C(c2nnnn2Cc2ccc(F)cc2)N2CCN(c3ccc(OC)cc3)CC2)cc1 (centres undefined)	-2.1%
NCCCP(=O)(O)CCc1ccccc1	11.6%
Cn1c(SCc2cccc(C(F)(F)F)c2)nnc1-c1ccco1	-2.0%
O=C(Nc1ccc(Cl)c(Cl)c1)N(Cc1cccnc1)Cc1ccco1	1.8%
COc1ccc(NC(=O)C2CCCN(S(=O)(=O)c3cccc4cccnc34)C2)c(OC)c1 (centres undefined)	9.8%
CC1CCCN(CCC(=O)c2ccc(Br)cc2)C1 (centres undefined)	-1.6%
O=c1cc(CSc2ccccn2)c2ccccc2[nH]1	-2.8%
COc1ccccc1NC(=O)CCNC(=O)Cn1ccc2ccccc2c1=O	11.6%
Cc1cc(N(CN2CCCC2=O)C(=O)c2ccccc2)no1	-0.8%
COc1ccc(CNC(=O)[C@H](C)[C@H]2C[C@]2(C)[C@H](NC(=O)OCc2ccccc2)c2ccccc2)cc1OC	0.8%
O=C(NCc1cccnc1)NC1(c2ccccc2)CC1	12.0%
CN1[C@@H]2CC[C@H]1CC(O[C@@H](c1ccccc1)c1ccc(Cl)cc1)C2 (some centres undefined)	4.8%&-1.2%
COC(=O)Nc1cc(C)nc2ccccc12	8.7%
COc1ccc2c(c1)c(=O)oc1c(C)c3occ(C)c3cc12	-5.8%
CC(C)(C)n1nnnc1C(c1cc2cc3c(cc2[nH]c1=O)OCCO3)N1CCSCC1 (centres undefined)	2.7%
CSc1ccccc1NC(=O)CN(c1cccc(C)c1)S(C)(=O)=O	-2.2%
Cc1cc2c(c(=O)n1Cc1ccco1)C(c1cccnc1)C(C#N)=C(N)O2 (centres undefined)	14.3%

Of the compounds above, four have bromine.
SMILES	AmpC inh det
O=C(Nc1ccc(S(=O)(=O)N2CCOCC2)cc1)c1ccc(Br)o1	18.7%
O=C(CCNS(=O)(=O)c1ccc(Br)s1)N1CCN(c2ccccc2)CC1	12.5%
O=C(C1CC1)N1CCc2cc(Br)cc(S(=O)(=O)NC3CCCCC3)c21	-2.3%
CC1CCCN(CCC(=O)c2ccc(Br)cc2)C1 (centres undefined)	-1.6%
